Bim-Mcl-1 = inhibitors of Bim-Mcl-1 interaction, human; inhibition, % at 10 µM; AID 1009; 190,000 tested, 0.1% active; Bead-based flow cytometry, Bim peptide-Mcl-1 binding; Q07820; in the data active = inhibition above about 40%;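 also: 0% = no compound tracer wells and 100% = peptide blocker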
Target sequence (Q07820 whole entry, looked up): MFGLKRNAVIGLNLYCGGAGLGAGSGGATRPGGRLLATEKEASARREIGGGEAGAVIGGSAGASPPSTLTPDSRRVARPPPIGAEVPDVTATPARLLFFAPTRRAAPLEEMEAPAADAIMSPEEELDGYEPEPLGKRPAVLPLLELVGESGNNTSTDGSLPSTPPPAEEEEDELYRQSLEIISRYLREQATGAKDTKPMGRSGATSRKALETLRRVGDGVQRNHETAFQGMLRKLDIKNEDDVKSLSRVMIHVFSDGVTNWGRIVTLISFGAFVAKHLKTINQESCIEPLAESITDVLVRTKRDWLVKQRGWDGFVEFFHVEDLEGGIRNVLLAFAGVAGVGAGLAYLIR
Rab2A wt mod = changes GTP binding to wildtype dog Rab2A, up or down; GTP binding activity, % at 10 µM; P61105; 190,000 tested, 0.19% active; GST-Rab2 wt beads, Bodipy-GTP binding, flow cytometry;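 active = GTP binding activity at least 20 points away from 100%, either lowered or raised; inconclusive = signal likely due to the compound's own green fluorescence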;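 also: 0% = beads with excess unlabeled GTP and 100% = no-compound control corrected for plate trend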
Mcl1 Noxa PPI = disrupts binding of human Mcl-1 to Noxa peptide; Q07820; TR-FRET Mcl-1/Noxa peptide binding, 2 h; inhibition, % at 21.7 µM; 220,000 tested, 1.5% active;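 active = compounds that cut the protein-peptide binding signal by more than 50% relative to plate controls in a single-dose test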;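 also: His-tagged Mcl-1 with rhodamine Noxa BH3 peptide and terbium anti-His antibody; 0% = Mcl-1 plus Noxa peptide wells and 100% = peptide-only wells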
Rac1 wt modul = modulators of human Rac1 wildtype GTP binding; P63000; GST-Rac1 beads, fluorescent GTP binding, flow cytometry; actives lie on both sides; 0 = cold GTP competed, 100 = untreated; GTP binding activity (% of control), % at 10 µM; 190,000 tested, 0.27% active; AID 757;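 active = GTP binding activity at least 20 points away from the 100% control level, either lower or higher; inconclusive = compound flagged as likely green fluorescent, judged across all proteins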
Pf gametocyte = inhibitors of late stage P. falciparum gametocyte viability; P. falciparum stage V gametocytes, ATP luminescence, 24 h; inhibition, % at 10.9 µM; 150,000 tested, 0.065% active;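 active = inhibition above the mean plus 3 SD of compounds within the control limits, set per campaign, cut at about 38% in these data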;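 also: 0% = DMSO wells and 100% = medium only without gametocytes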
Avidin bead fluor = avidin bead compound fluorescence profile | Avidin beads, compound fluorescence 488/530 nm, flow cytometry; hits give high values | fluorescence (KMESF) at 10 µM | 220,000 tested, 0.38% active | AID 1775; in the data active = fluorescence above about 47; also: inactives centre near 10
HRas wt GTP bind = modulators of GTP binding to human HRas wildtype. GST-Ras wt beads, Bodipy-FL-GTP binding, flow cytometry; actives lie on both sides. GTP binding activity, % at 10 µM. P01112. 190,000 tested, 0.14% active. AID 759;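 active = GTP binding activity at least 20% away from the 100% baseline, either lowered as inhibitor or raised as activator; inconclusive = flagged as likely green fluorescent, judged across all proteins in the well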;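 also: 0% = unlabeled GTP competition control and 100% = no-compound control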
Target sequence (P01112 whole entry, looked up): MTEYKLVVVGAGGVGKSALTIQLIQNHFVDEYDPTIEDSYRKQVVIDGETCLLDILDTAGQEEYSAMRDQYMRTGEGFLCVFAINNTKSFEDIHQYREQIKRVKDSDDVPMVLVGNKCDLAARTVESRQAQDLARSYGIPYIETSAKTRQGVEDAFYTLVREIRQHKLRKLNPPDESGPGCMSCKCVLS
Mcl1-Bid inh = disrupts binding of human Mcl-1 to Bid peptide. 220,000 tested, 0.97% active. Q07820. TR-FRET Mcl-1/Bid-Dy647 peptide binding, 1536-well. inhibition, % at 21.7 µM;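 active = compounds that cut the binding signal by more than half at the single screening dose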;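 also: His-tagged Mcl-1 with europium anti-His antibody binding Bid BH3 peptide; 0% = Mcl-1 plus peptide wells and 100% = peptide-only wells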
Cdc42 wt = human Cdc42 wildtype GTP binding change, either direction; P60953; GST-Cdc42 beads, Bodipy-GTP binding, flow cytometry; actives lie on both sides; percent activity (GTP binding), % at 10 µM; 190,000 tested, 0.2% active; AID 761;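 active = percent activity GTP binding at least 20 points away from the 100% baseline, either down as inhibitor or up as activator; inconclusive = compound flagged as likely green fluorescent from well-wide comparison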;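 also: median bead fluorescence of bound Bodipy-FL-GTP at 100 nM; 0% = excess unlabeled GTP control and 100% = no compound control; below 100% means less GTP binding so inhibitor and above means activator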
Target sequence (P60953 whole entry, looked up): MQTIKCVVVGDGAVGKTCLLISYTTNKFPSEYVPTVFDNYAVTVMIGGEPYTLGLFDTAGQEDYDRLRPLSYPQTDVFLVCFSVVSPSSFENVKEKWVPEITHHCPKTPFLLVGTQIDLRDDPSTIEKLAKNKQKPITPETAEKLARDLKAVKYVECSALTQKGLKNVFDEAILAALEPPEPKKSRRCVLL
Rab7 wt GTP bind = dog Rab7 wildtype GTP binding, inhibitors and activators | 190,000 tested, 0.055% active | AID 758 | GTP binding activity (percent of control), % at 10 µM | GST-Rab7 beads, fluorescent GTP binding, flow cytometry; actives lie on both sides; untreated = 100%, excess cold GTP = 0%;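 active = fluorescent GTP binding to Rab7 beads changed by at least 20 points from the 100% baseline, either direction, mostly lower; inconclusive = compound itself probably fluorescent, or too few beads counted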;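 also: median green fluorescence of bound Bodipy-FL-GTP per Rab7 bead population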
Rac1 act GTP bind = alters GTP binding to activated mutant human Rac1 | P63000 | GST-Rac1 activated beads, fluorescent GTP binding, flow cytometry; actives lie on both sides; 100% means binding = to untreated wells | percent activity (GTP binding), % at 10 µM | 190,000 tested, 0.11% active;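 active = GTP binding at least 20 percentage points away from the 100% baseline, in either direction, so actives lie on both sides; inconclusive = Compound likely fluorescent itself, or too few beads counted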
An asterisk follows results filed as active; ? = inconclusive; / = not tested or not shown.

SMILES	Bim-Mcl-1	Rab2A wt mod	Mcl1 Noxa PPI	Rac1 wt modul	Pf gametocyte	Avidin bead fluor	HRas wt GTP bind	Mcl1-Bid inh	Cdc42 wt	Rab7 wt GTP bind	Rac1 act GTP bind
O=C(/C=C/c1ccccc1)Nc1ccc2c(c1)C(=O)NC2=O	1	96	0	97	/	12	95	-14	92	109	94
Cc1cccc2sc(N(CCCN(C)C)C(=O)c3cc4ccccc4oc3=O)nc12	-8	100	-3	102	-10	11	100	3	100	100	99
COCCNC(=O)c1cn(C)c2ccccc2c1=O	2	100	-7	99	17	11	98	-8	102	94	97
O=C(NCC1CCCO1)c1onc(CSc2cccc(Cl)c2)c1C(=O)O (centres undefined)	5	92	27	92	/	8	93	29	93	95	90
CC(C)C(c1nnnn1Cc1ccccc1)N1CCN(Cc2ccco2)CC1 (centres undefined)	-2	103	28	109	-22	11	103	10	106	102	100
Cc1ccccc1-c1nc(CN2CCC(C(=O)O)CC2)c(C)o1	1	98	-1	98	/	6	96	-14	99	93	97
O=C(C(=O)N1CCN(c2cccc(Cl)c2)CC1)c1c[nH]c2ccccc12	0	95	16	98	-22	11	96	-12	95	102	96
CC(C)=C1C2C=CC1C(C(=O)Nc1cccc(C)c1)C2C(=O)O (centres undefined)	0	101	-1	101	/	10	102	-61	100	105	98
Cc1cccc(C(=O)Nc2nc(C)c(C(=O)Nc3ccc4c(c3)CCC4)s2)c1	-1	98	-34	95	-10	9	100	-15	96	98	94
CCN(C(=O)CSc1ncnc2sc(C)c(C)c12)C1CCS(=O)(=O)C1 (centres undefined)	0	99	13	98	-9	12	97	-2	100	102	96
CCOc1ccccc1Nc1nc(-c2sc(NC(=O)c3ccco3)nc2C)cs1	-5	97	17	100	/	24	98	-28	100	95	100
CC(C)(C)[C@H]1C=C(C(=O)NC2CC2)O[C@@H](OCCCCO)C1	1	99	7	100	9	6	99	-7	98	105	98
CNC(=O)c1ccccc1-c1cn(C)c2ccccc2c1=O	-1	96	10	96	8	14	97	-1	95	103	93
Cn1c(=NC(=O)c2ccco2)sc2ccccc21	-1	98	5	99	33	22	97	1	96	98	94
COc1cccc2cc(C(=O)CC3(O)C(=O)N(Cc4ccccc4)c4ccccc43)c(=O)oc12 (centres undefined)	0	100	-20	99	14	8	100	-4	101	98	98
CCOC(=O)c1nn(-c2cccc(OC)c2)c(-c2ccccc2)c1C(=O)c1ccccc1	2	100	0	95	/	9	100	1	99	101	94
O=S(=O)(c1ccc2nc(COc3ccc(Cl)cc3Cl)[nH]c2c1)N1CCOCC1	-1	100	26	102	-3	13	102	-9	103	101	99
O=C(/C=C/Sc1ccccc1)c1ccccc1	-1	100	-19	95	-19	30	99	19	99	98	94
Cc1nc2ccc(S(=O)(=O)NCC(=O)N3CCc4ccccc43)cc2s1	-2	98	18	101	/	8	99	-29	100	101	97
NNC(=O)c1nc[nH]c1C(=O)Nc1ccccc1[N+](=O)[O-]	3	?	-14	?	-2	17	?	-46	?	?	?
O=C(Nc1cccc(Cl)c1Cl)C1CC(=O)N(c2ccc(Br)cc2)C1 (centres undefined)	1	97	1	98	/	6	98	-5	98	101	98
O=C(CNS(=O)(=O)c1ccccc1)N1CCN(c2ccccc2)CC1	-3	98	-2	96	/	15	100	-38	99	102	91
O=c1c(-c2ccccc2)c(O)nc(SCCN2CCOCC2)n1-c1ccccc1	-2	97	11	102	/	10	99	7	100	97	100
O=[N+]([O-])c1cccnc1N1CCC(c2cc(-c3ccc(Cl)cc3Cl)n[nH]2)CC1	-4	103	7	108	/	9	103	8	107	100	101
COC(=O)c1sc(NC(=O)COc2ccccc2C)nc1C	-4	96	-20	104	4	10	98	-1	98	96	97
N#Cc1c2n(c(=O)[nH]c1=O)CCCCC2	-7	98	4	107	/	34	100	-9	101	96	100
O=S(=O)(c1cccc(C(F)(F)F)c1)N1CCN(c2nnnn2-c2ccccc2)CC1	-6	103	-8	106	-7	7	106	-35	107	102	105
COC(=O)c1cc(NC(=O)c2cccc(C(F)(F)F)c2)c(=O)oc1C/C=N/OCc1cccc(Cl)c1Cl	-3	98	-134	97	-8	/	100	-42	101	98	96
O=C(N/N=C/c1ccc([N+](=O)[O-])cc1)c1[nH]ncc1Br	-1	96	1	99	/	8	96	-1	102	94	97
COc1ccc(/C=C/c2ccncc2)cc1	3	104	11	107	-44	4	105	6	108	103	103
Cc1ccc(S(=O)(=O)Nc2cc(C(=O)Nc3cc(C)cc(C)c3)ccc2Cl)cc1	-9	101	13	103	15	11	99	7	99	104	97
CC(NC(=O)CSc1nnc(COc2ccccc2)o1)c1ccccc1 (centres undefined)	0	102	-8	104	/	11	103	-6	102	103	98
CSc1ccc(S(=O)(=O)Nc2ccc3c(c2)NC(=O)CC3)cc1	0	90	-27	91	/	25	92	-8	91	95	90
CCOc1ccccc1NC(=O)N1CCC(c2nc3ccc(C)cc3[nH]2)CC1	0	99	10	102	24	7	102	-6	99	98	98
CCCN1CCN(C(c2cc3cc(OCC)ccc3[nH]c2=O)c2nnnn2C2CCCCC2)CC1 (centres undefined)	-4	102	22	103	-15	5	101	0	103	100	98
CC(C)(C)NC(=O)NC(=O)COC(=O)CCC1CCCCC1	-3	97	-14	99	0	23	97	-5	95	99	97
O=C1CCSc2ccc(Cl)cc2N1Cc1ccc(Cl)cc1	-3	102	10	99	22	14	104	4	104	96	98
O=C(Cn1ncc2c1-c1ccccc1OC2)N1CCN(Cc2ccc3c(c2)OCO3)CC1	0	106	2	110	/	6	106	-30	106	103	104
CCCCNC(=O)C1CCC(CNS(=O)(=O)c2ccc(NC(C)=O)cc2)CC1 (centres undefined)	3	97	-8	103	/	3	98	-4	97	94	99
COC(=O)c1cccc(NC(=O)CSc2nc(=O)cc(N)n2-c2ccccc2)c1	-1	102	10	104	-25	15	100	-25	102	103	102
COCCNC(=O)c1c(N)n(-c2cccc(C)c2)c2nc3ccccc3nc12	0	94	16	99	/	31	94	-6	95	94	95
Cc1[nH]nc2c1C(c1ccsc1)C(C#N)=C(N)O2 (centres undefined)	-2	102	5	99	/	13	102	-54	101	100	99
O=C(CCCC1=NS(=O)(=O)c2ccccc2N1)N1CCN(c2ccc(Cl)cc2)CC1	-3	99	18	100	/	3	101	-5	101	103	99
CN(Cc1cccc(Cl)c1Cl)C(=O)c1ccc(NC(=O)CC#N)cc1	-4	98	3	101	2	11	98	4	101	94	98
Fc1ccc(Oc2nc(-c3ccccc3)nnc2C(F)(F)F)cc1	-3	?	15	?	-21	6	?	-38	?	?	?
COc1ccc(-c2nnc(SCC(=O)Nc3ncc(C)s3)n2-c2ccccc2)cc1OC	-1	102	6	105	/	7	102	-15	100	102	98
COCCn1c(Cc2ccccc2)nnc1SCc1ccc([N+](=O)[O-])cc1	9	99	37	98	-6	16	97	18	94	102	97
CN(Cc1c(C(=O)N(C)Cc2ccccc2)nc2ccccn12)CC1Cc2ccccc2O1 (centres undefined)	-1	96	6	99	-27	5	97	-67	98	96	96
COc1cccc(-n2c(C)nc3c(cnn3-c3ccc(C)cc3)c2=O)c1	0	101	-10	102	/	8	103	2	103	102	97
CCn1c(=O)cc(OCC(=O)NCc2cccnc2)c2ccccc21	-2	100	8	102	-12	34	102	-13	103	101	100

The list goes on:
SMILES	Bim-Mcl-1	Rab2A wt mod	Mcl1 Noxa PPI	Rac1 wt modul	Pf gametocyte	Avidin bead fluor	HRas wt GTP bind	Mcl1-Bid inh	Cdc42 wt	Rab7 wt GTP bind	Rac1 act GTP bind
CCOc1ccc(S(=O)(=O)NCCC(=O)N2CCN(c3ccc(OC)cc3)CC2)cc1	-4	96	28	97	1	12	95	-7	99	93	97
O=c1[nH]c(=S)[nH]c2sccc12	-2	94	46	95	/	14	97	-32	93	95	94
C=CCc1cccc(/C=N/NC(=O)CCCNc2ccc(C)cc2)c1O	-6	93	34	94	6	12	93	-18	97	92	95
COc1ccccc1NC(=O)CCc1c(C)[nH]c(=O)c(C#N)c1C	-1	96	2	102	16	25	98	-11	100	97	97
O=C(OCCC1Oc2cccnc2NC1=O)c1ccc([N+](=O)[O-])cc1 (centres undefined)	0	97	0	97	/	9	96	-26	95	96	93
Fc1ccc(CO/N=C2\CCCc3nonc32)cc1	0	98	15	97	6	5	98	-45	97	104	95
CCn1c(SCC(=O)N2CCN(S(=O)(=O)c3ccccc3)CC2)nnc1-c1cccs1	4	105	2	103	26	16	104	-19	105	101	101
O=C(Nc1ccccc1SCC1CSc2nc3ccccc3c(=O)n21)c1cccc(Cl)c1 (centres undefined)	-1	98	12	100	/	5	99	4	99	98	97
Cn1c(=O)cc(OCCCC(=O)NCc2ccc(F)cc2Cl)c2ccccc21	-1	103	19	103	/	18	101	-2	105	99	100
COc1ccc(OC)c(NC(=O)CC2SC(=N)N(c3ccccc3)C2=O)c1 (centres undefined)	0	95	-20	95	-4	24	96	-18	94	98	93
O=C(OC1CCOC1=O)c1ccc(Cl)c(S(=O)(=O)N2CCCCC2)c1 (centres undefined)	-1	98	12	96	-9	9	96	-3	96	105	94
NC/C(=N\O)c1ccc(Cl)cc1Cl	0	98	-7	96	-11	15	99	-2	99	96	99
O=c1cc(N2CCCCC2)c(-c2ccccc2)nn1Cc1ccc(Cl)cc1	-2	99	-15	98	2	9	98	-29	94	93	95
CCCCC(=O)c1ccc(O)cc1	4	101	12	100	-27	10	100	-17	102	101	98
CC(C)NC(=O)CCCn1c(=S)[nH]c2cc3c(cc2c1=O)OCO3	3	102	-6	102	10	17	102	4	101	100	101
COc1ccc(C(=O)Nc2ccc(N3CCC(C)CC3)cc2)cc1Br	0	97	-3	101	0	11	99	-22	98	98	99
CCCCCCCC(=O)NNC(=O)c1c(O)c2ccccc2n(CC)c1=O	36	91	-3	97	29	12	95	0	92	101	91
COc1ccc(-c2oc3ncn(Cc4ccco4)c(=N)c3c2-c2ccc(OC)cc2)cc1	0	102	12	102	5	13	103	-40	103	100	99
